Source: PubChem
S-ASM inh: human S-ASM enzyme inhibition. P17405. placental ASM, HMU-PC fluorogenic substrate, 60 min. Potency, µM (top dose mostly 57.5 µM), for inactives: at the top dose activity change, negative = inhibition, actives largely listed as inhibitors. 0.006% of 340,000 active; also: potency is read from the fitted curve at half-maximal effect
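Human placenta-derived ASM preincubated with compound 10 min at room temperature, then reacted with 9 uM (final) fluorogenic HMU-PC substrate for 60 min at 37 C. Stop solution raises pH to 10; fluorescence read at Ex 386/Em 447 nm.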
KCNH2 WT inh: blocks the wildtype human KCNH2 potassium channel; Q12809; U2OS, BacMam KCNH2, thallium flux FluxOr; hits give low values; activity change, % at 1.84 µM; 0.37% of 340,000 active; AID 720551;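 active = maximum activity change below -70%; inconclusive = maximum activity change between -70% and -50%; inactive = maximum activity change above -50%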; also: % is scaled to controls: 0 for no effect and ±100 for the full control effect
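U2OS cells were transduced with wild-type KCNH2 virus (2.03 x 10^8 / mL) for 4 h at room temperature, then cultured overnight at 37 C. Thallium flux was read with FluxOr dye. Rate constants were normalized to DMSO controls.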
Chronic BCR inh: blocks chronic active B-cell receptor signaling; ABC-DLBCL IkBa-CBG/CBR reporter, luminescence ratio, 4 h; Potency, µM (doses to about 46.1 µM), without a hit: at the highest dose ratio change, negative = lower green/red ratio, actives largely listed as inhibitors; 0.05% of 340,000 active; AID 493014; active = well fitted inhibition curve with a large enough effect in the signal ratio, with a control signal flat, not every such curve was filed as active; inconclusive = small, poorly fitted or top-dose-only effect, or effect the other way, or a change in a side signal; the % refers to the signal ratio;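 also: potency is read from the fitted curve at half-maximal effect; plate controls were basal doxycycline-induced cells for no effect and cells given 10 µM MG132 for full effect; MG132 reads +100%, hits lower the ratio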
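Compounds up to 46 uM were incubated four hours with TMD8 cells whose green CBG68 luciferase is fused to IkappaBalpha; red CBR luminescence normalised the signal, and concentration-effect curves were fitted to fusion, red and ratio data.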
PKM2 activator: increases activity of human pyruvate kinase M2; P14618; purified PKM2, Kinase-Glo ATP luminescence, activation; response scale: 0% is enzyme alone, no compound; Potency, µM (top dose mostly 57.5 µM), inactives show top-dose activation, hits mostly activators; 0.34% of 260,000 active; AID 1631; also: potency is read from the fitted curve at half-maximal effect; % is scaled to controls: 0 for no effect and ±100 for the full control effect; nearly all actives have a fitted effect of over 55% in size
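Kinase-Glo luminescence reports ATP generated from ADP (0.1 mM) and PEP (0.5 mM) by purified hPK-M2 after 1 h at room temperature, pH 7.2 imidazole buffer; intermediate enzyme activity allows detecting inhibitors and activators.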
GALK inhibitor: inhibitors of human galactokinase. P51570. Purified GALK, Kinase-Glo residual ATP luminescence. Potency, µM (highest dose often 57.5 µM), inactives show top-dose activity change, negative = inhibition, actives largely listed as inhibitors. 0.007% of 270,000 active; also: potency is read from the fitted curve at half-maximal effect; % is scaled to controls: 0 for no effect and ±100 for the full control effect
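Kinase-Glo Plus luminescence measured ATP left after a 1 h room-temperature reaction. The reaction used 5 nM GALK, 100 uM galactose and 35 uM ATP at pH 8.0 (20 mM HEPES, 5 mM MgCl2, 60 mM NaCl, 1 mM DTT, 0.01% BSA).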
Mito fusion act: blocks mitochondrial division or promotes mitochondrial fusion; S. cerevisiae fusion-defective mutant growth rescue, CellTiterGlo 48 h; Potency, µM (doses to about 46.1 µM), inactives show at the highest dose growth rescue (activation), usual class: activators; 0.23% of 320,000 active;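 also: potency is read from the fitted curve at half-maximal effect; % of control where 0% means no effect; nearly all actives have a fitted effect of over 45% in size; temperature-sensitive fusion mutants such as fzo1-1 at 37 °C on non-fermentable ethanol glycerol medium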
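Growth-rescue viability read-out: after 48 h at the non-permissive 37C in glycerol/ethanol YPEG, yeast mitochondrial fusion mutants are measured by CellTiterGlo luminescence; compounds (23 nl pinned per well) restoring growth score as division inhibitors or fusion activators.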
USP2a block: inhibitors of human ubiquitin-specific protease USP2a; Potency, µM (titrated, usually from 38.3 µM), for the others: top-dose activity change, negative = inhibition, actives largely listed as inhibitors; USP2 core, Ub-CHOP2 coupled fluorogenic reporter, 485/531; 0.01% of 330,000 active; AID 463254;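 also: potency is read from the fitted curve at half-maximal effect; plate controls were DMSO wells for no effect and full inhibition by NEM control for full effect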
Target sequence (O75604 whole entry, looked up): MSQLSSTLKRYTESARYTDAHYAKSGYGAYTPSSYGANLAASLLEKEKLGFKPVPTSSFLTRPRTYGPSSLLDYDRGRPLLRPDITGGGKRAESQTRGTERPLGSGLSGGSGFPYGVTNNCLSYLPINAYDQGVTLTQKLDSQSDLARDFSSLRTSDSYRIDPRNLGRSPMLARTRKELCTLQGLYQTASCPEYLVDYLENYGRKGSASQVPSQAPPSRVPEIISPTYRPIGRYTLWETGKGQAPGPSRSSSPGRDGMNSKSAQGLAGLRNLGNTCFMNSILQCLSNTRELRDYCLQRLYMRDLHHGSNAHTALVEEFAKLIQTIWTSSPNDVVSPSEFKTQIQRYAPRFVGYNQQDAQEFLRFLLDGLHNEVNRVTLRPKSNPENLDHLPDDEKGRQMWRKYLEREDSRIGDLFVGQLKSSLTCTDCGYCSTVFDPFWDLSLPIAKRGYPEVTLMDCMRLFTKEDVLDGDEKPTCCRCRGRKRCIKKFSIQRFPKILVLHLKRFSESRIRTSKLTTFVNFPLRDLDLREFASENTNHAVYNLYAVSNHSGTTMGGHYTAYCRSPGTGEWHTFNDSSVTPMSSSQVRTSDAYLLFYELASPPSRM
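Deubiquitinase activity read as fluorescence (485/531 nm) after Ub-CHOP2 cleavage activates the enterokinase reporter on its substrate; USP2 core 10nM, Ub-CHOP2 and substrate 25nM each, 30min compound preincubation then 60min RT; data normalized to NEM, curves fitted.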
Menin-MLL TR inh: menin-MLL binding inhibition, Texas Red mutant peptide. 0.23% of 270,000 active. Menin + Texas Red MLL mutant peptide, fluorescence polarization. O00255. Potency, µM (series often up to 61.6 µM), for the others: top-dose FP activity change, negative = inhibition, actives largely listed as inhibitors; active = well fitted inhibition curve with a large enough effect in the polarisation, with a control signal flat, not every such curve was filed as active; inconclusive = small, poorly fitted or top-dose-only effect, or effect the other way, or a change in a side signal; inactive = no such curve, though single readings can be large or run the other way; the % refers to the polarisation; also: potency is read from the fitted curve at half-maximal effect; % of control where 0% means no effect; many of its hits are not listed in these tables
Eya2 phos inh: inhibitors of human Eya2 phosphatase activity | O00167 | recombinant Eya2, OMFP fluorescence dephosphorylation (OMFP is methylfluorescein phosphate) | Potency, µM (series often up to 76.9 µM), inactives show top-dose activity, negative = inhibition, usual class: inhibitors | 0.006% of 330,000 active | AID 488837; also: potency is read from the fitted curve at half-maximal effect; % is scaled to controls: 0 for no effect and ±100 for the full control effect
Target sequence (O00167 whole entry, looked up): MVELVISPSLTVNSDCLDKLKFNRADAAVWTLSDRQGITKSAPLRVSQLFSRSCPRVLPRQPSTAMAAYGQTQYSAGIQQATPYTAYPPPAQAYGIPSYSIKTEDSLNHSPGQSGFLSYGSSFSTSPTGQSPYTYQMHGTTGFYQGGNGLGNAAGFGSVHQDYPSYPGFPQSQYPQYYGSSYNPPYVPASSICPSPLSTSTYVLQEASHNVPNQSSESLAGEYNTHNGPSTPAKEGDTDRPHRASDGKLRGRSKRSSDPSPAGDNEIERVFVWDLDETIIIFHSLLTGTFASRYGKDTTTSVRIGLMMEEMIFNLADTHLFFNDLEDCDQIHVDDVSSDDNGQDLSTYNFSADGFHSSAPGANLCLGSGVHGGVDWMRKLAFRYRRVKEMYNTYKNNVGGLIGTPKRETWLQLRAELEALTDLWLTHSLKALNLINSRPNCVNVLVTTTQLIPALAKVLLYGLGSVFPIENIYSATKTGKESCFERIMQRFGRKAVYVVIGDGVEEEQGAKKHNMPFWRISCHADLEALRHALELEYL
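Eya2 (0.2 uM) preincubated 10 min at ambient with compound, then OMFP substrate added at 50 uM; 10 min reaction in 50 mM HEPES pH 7.5, 50 mM NaCl, 5 uM MgCl2, 0.05% BSA, 1 mM DTT. Fluorescence read at Ex 485/Em 525 nm.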
TSHR antagonist: human thyrotropin receptor antagonism; TSHR-expressing cells, TSH-stimulated cAMP HTRF, 2 h; hits give low values; activity change, negative = inhibition, % at 11.5 µM; 0.2% of 330,000 active;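 active = activity change below a set negative limit, meaning inhibition stronger than a set level, cut at about -70% in these data; inconclusive = activity change between two set negative limits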; also: % is scaled to controls: 0 for no effect and ±100 for the full control effect
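Read-out is FRET at 665 nm (cryptate excitation 337 nm) from a cryptate-tagged anti-cAMP antibody, competed by cell cAMP against cAMP-d2. Compounds are tested on freshly harvested TSHR cells challenged with 4nM TSH (EC80) for 2 hours at 37 deg C.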
MBNL1-CUG inh: blocks human MBNL1 binding to CUG repeat RNA; TR-FRET MBNL1-His/biotin-(CUG)12 binding, 665/545 ratio; AID 2675; 0.036% of 280,000 active; Potency, µM (highest dose often 57.5 µM), for inactives: at the top dose activity change, negative = inhibition, actives largely listed as inhibitors; active = well fitted inhibition curve with a large enough effect in the signal ratio, with a control signal flat, not every such curve was filed as active; inconclusive = small, poorly fitted or top-dose-only effect, or effect the other way, or a change in a side signal; inactive = no such curve, though single readings can be large or run the other way; the % refers to the signal ratio; also: potency is read from the fitted curve at half-maximal effect; % is scaled to controls: 0 for no effect and ±100 for the full control effect
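TR-FRET between His-tagged MBNL1 and biotin-(CUG)12 RNA, detected with Tb anti-His antibody (0.055 ng/ul) and streptavidin-XL665 (5 nM), 60 min at room temperature. Compounds titrated 92 nM to 58 uM; 665/545 nm ratio normalized to buffer and complex controls.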
* = called active by the depositor; [ ] = dose if it differs, or a comment. Unless noted, calls follow the shape of the dose curve; as a rule, active = well fitted curve in the direction sought with a large enough effect; inconclusive = small, poorly fitted or top-dose-only effect, or another doubt; inactive = no such curve, though single readings can be large; an effect the other way counts as inactive or inconclusive.

Screening COc1c(C(O)CC(C)C)ccc2c1C(=O)OCc1cc(C)cc(O)c1O2 (stereo unspecified) returned S-ASM inh -3.5%, KCNH2 WT inh 3.1, Chronic BCR inh 3.7%, PKM2 activator 6.4%, GALK inhibitor 6.4%, Mito fusion act 10.1%, USP2a block 0.4%, Menin-MLL TR inh -0.7%, Eya2 phos inh -24.2%, TSHR antagonist -10.3 and MBNL1-CUG inh 4.8%.
`Cc1nc2ccccc2n1CC(=O)NCCN1CCOCC1` gave S-ASM inh -2.7%, KCNH2 WT inh -9.2, Chronic BCR inh -10.7%, PKM2 activator -3.6%, GALK inhibitor 1.0%, Mito fusion act -5.1%, USP2a block 0.7%, Menin-MLL TR inh 1.4%, Eya2 phos inh 2.3%, TSHR antagonist 8.4 and MBNL1-CUG inh -3.6%.
For CC1=C(C(=O)Nc2ccc(CC(=O)NCc3ccccc3C)cc2)SCCO1 the results were S-ASM inh -0.2%, KCNH2 WT inh 1.1, Chronic BCR inh -9.2%, GALK inhibitor -3.4%, Mito fusion act -0.2%, USP2a block -1.3%, Eya2 phos inh 4.4%, TSHR antagonist -0.5 and MBNL1-CUG inh 4.6%.
Screening CCCOc1ccc(C(=O)NC(=S)NNC(=O)c2c(-c3ccccc3)noc2C)cc1 returned S-ASM inh -5.5%, KCNH2 WT inh -9.9, Chronic BCR inh 11.0%, PKM2 activator -13.7%, GALK inhibitor 5.7%, Mito fusion act -5.9%, USP2a block -6.2%, Eya2 phos inh -6.3%, TSHR antagonist -10.6 and MBNL1-CUG inh 1.1%.
CC1CCC2(CC1)NC(=O)N(CC(=O)Nc1sc3c(c1C(N)=O)CCC3)C2=O (stereo unspecified) was read as S-ASM inh -5.8%, KCNH2 WT inh -0.2, Chronic BCR inh 1.7%, PKM2 activator 8.9%, GALK inhibitor 10.0%, Mito fusion act 6.5%, USP2a block 1.2%, Menin-MLL TR inh inconclusive, Eya2 phos inh 12.0%, TSHR antagonist 4.6 and MBNL1-CUG inh -1.8%.
Screening COc1ccc(C(=O)Nc2ccc3ccccc3c2)cc1 returned S-ASM inh 0.3%, KCNH2 WT inh -16.6, Chronic BCR inh -5.5%, PKM2 activator -13.2%, GALK inhibitor -7.8%, Mito fusion act 0.1%, USP2a block -7.6%, Menin-MLL TR inh 3.3%, Eya2 phos inh 9.0%, TSHR antagonist 11.7 and MBNL1-CUG inh 48.6%[activator].
`NS(=O)(=O)c1ccc(N2N=C(c3ccccc3)CC2c2ccccc2)cc1` (stereo unspecified) gave KCNH2 WT inh -6.3, Chronic BCR inh 5.9%, PKM2 activator -12.7%, GALK inhibitor -4.4%, Mito fusion act -0.1%, USP2a block -1.5%, Menin-MLL TR inh 10.1%, Eya2 phos inh 3.5%, TSHR antagonist 45.7 and MBNL1-CUG inh 28.1%.
CCOC(=O)N1CCC(NC(=O)c2cccs2)CC1 was read as S-ASM inh 5.1%, KCNH2 WT inh -5.9, Chronic BCR inh 1.5%, PKM2 activator 2.8%, GALK inhibitor 0.0%, Mito fusion act 6.9%, USP2a block 3.0%, Eya2 phos inh 4.1%, TSHR antagonist -0.6 and MBNL1-CUG inh -1.3%.
Screening FC(F)(F)c1ccc(Cl)c(-n2c(-c3cc(-c4ccco4)[nH]n3)n[nH]c2=S)c1 returned S-ASM inh -6.8%, KCNH2 WT inh 0.3, Chronic BCR inh 4.6%, PKM2 activator 0.8%, GALK inhibitor 5.5%, Mito fusion act 5.1%, USP2a block -6.6%, Eya2 phos inh 3.5%, TSHR antagonist -6.2 and MBNL1-CUG inh 1.3%.
Screening COC(=O)c1ccccc1NC(=O)CSc1n[nH]c(-c2ccco2)n1 returned S-ASM inh 4.9%, KCNH2 WT inh 24.3, Chronic BCR inh -11.4%, PKM2 activator 9.3%, GALK inhibitor 3.8%, Mito fusion act 4.7%, USP2a block 0.2%, Menin-MLL TR inh -13.8%, Eya2 phos inh 2.2%, TSHR antagonist 23.9 and MBNL1-CUG inh -7.5%.
Screening CCOC(=O)Cc1csc(NC(=O)Cc2ccc(Cl)cc2)n1 returned S-ASM inh -0.3%, KCNH2 WT inh 5.5, Chronic BCR inh -0.5%, PKM2 activator 4.0%, GALK inhibitor -1.7%, Mito fusion act 4.1%, USP2a block -1.6%, Eya2 phos inh -27.0% and TSHR antagonist 0.5.
For CCCC[C@H](CN[C@@H](CNC)[C@H](C)CC)NCCC12CCC(CC1)C2 the results were S-ASM inh -3.1%, KCNH2 WT inh -7.6, Chronic BCR inh inconclusive, PKM2 activator 0.4%, Mito fusion act -10.5%, USP2a block 2.1%, Menin-MLL TR inh inconclusive, Eya2 phos inh -6.6%, TSHR antagonist 7.5 and MBNL1-CUG inh -6.3%.
For CC(=O)c1ccc(N2CCN(C(=O)C3CCCN(S(=O)(=O)c4cnc[nH]4)C3)CC2)cc1 (stereo unspecified) the results were S-ASM inh 3.1%, KCNH2 WT inh 13.2, Chronic BCR inh 1.4%, PKM2 activator 0.5%, GALK inhibitor -0.5%, Mito fusion act -1.8%, USP2a block 0.6%, Menin-MLL TR inh -1.0%, Eya2 phos inh -33.1%, TSHR antagonist 8.1 and MBNL1-CUG inh 11.9%.
For CCN1C(=O)c2cccc3c(S(=O)(=O)N(C(C)=O)c4ccc(OC(C)=O)cc4)ccc1c23 the results were S-ASM inh 372.7%[activator], KCNH2 WT inh -5.7, Chronic BCR inh inconclusive, USP2a block 2.9% and Eya2 phos inh 9.0%.
Screening O=C(CN1C(=O)COc2ccccc21)NCc1ccccn1 returned S-ASM inh 2.1%, KCNH2 WT inh -1.1, Chronic BCR inh 0.4%, PKM2 activator -0.7%, GALK inhibitor -1.0%, Mito fusion act -1.1%, USP2a block -0.3%, Menin-MLL TR inh -0.6%, Eya2 phos inh 6.3%, TSHR antagonist 2.5 and MBNL1-CUG inh 4.0%.
`c1ccc(C2CCC(N3CCN(c4ccccc4)CC3)CC2)cc1` (stereo unspecified) gave S-ASM inh 0.5%, KCNH2 WT inh 23.8, Chronic BCR inh -0.2%, PKM2 activator 2.4%, GALK inhibitor -2.9%, Mito fusion act -1.7%, USP2a block -0.2%, Menin-MLL TR inh -34.0%, Eya2 phos inh -3.0%, TSHR antagonist 46.5 and MBNL1-CUG inh inconclusive.
`CNC(=O)c1cccc2cccc(Sc3ccccc3C(=O)O)c12` gave S-ASM inh 1.1%, KCNH2 WT inh 10.1, Chronic BCR inh -2.1%, PKM2 activator -1.9%, Mito fusion act 2.6%, USP2a block 0.8%, Eya2 phos inh 22.8%, TSHR antagonist 10.6 and MBNL1-CUG inh 31.3%[activator].
COc1ccc(/C=N/Nc2nc(C(=O)O)cs2)cc1 was read as S-ASM inh 0.5%, KCNH2 WT inh -5.6, Chronic BCR inh inconclusive, PKM2 activator -3.1%, GALK inhibitor 1.8%, Mito fusion act 2.3%, USP2a block 3.5%, Menin-MLL TR inh 12.1%, Eya2 phos inh 4.4%, TSHR antagonist -0.7 and MBNL1-CUG inh 13.5%.
For COCCCNC(=O)c1ccc(C2SCC(=O)N2Cc2ccco2)cc1 (stereo unspecified) the results were S-ASM inh 4.8%, KCNH2 WT inh -6.2, Chronic BCR inh 0.1%, PKM2 activator 2.8%, GALK inhibitor 1.3%, Mito fusion act 2.7%, USP2a block 9.4%, Menin-MLL TR inh 2.5%, Eya2 phos inh 8.5% and TSHR antagonist 1.7.
Screening CC1CN(S(=O)(=O)c2ccc(F)cc2)C(C)N1C(=O)N1CCOCC1 (stereo unspecified) returned S-ASM inh 3.4%, KCNH2 WT inh 2.4, Chronic BCR inh 0.5%, GALK inhibitor -1.3%, Mito fusion act -2.6%, USP2a block -3.4%, Menin-MLL TR inh 0.5%, Eya2 phos inh -1.5%, TSHR antagonist -16.5 and MBNL1-CUG inh -1.2%.
Cc1ccc(CC2CC(=O)N(c3nc4ccccc4n3C)C2=O)cc1 (stereo unspecified) was read as S-ASM inh -1.7%, KCNH2 WT inh 3.3, Chronic BCR inh -17.5%, PKM2 activator 1.2%, GALK inhibitor -3.8%, Mito fusion act 5.4%, USP2a block -0.4%, Eya2 phos inh -5.2%, TSHR antagonist 1.9 and MBNL1-CUG inh -2.8%.

Some of the compounds tested; the hit share may differ from the screen's.
